PRMT1 inh – blocks human protein arginine methyltransferase 1; Q99873; recombinant PRMT1, activity-based probe fluorescence polarization; inhibition, % at 2.79 µM; 370,000 compounds, 1.3% hits; AID 652257;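 active = inhibition above about 21% made by adding two undisclosed values, limit read from the data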
NPR1 activator – GC-A (human) enzyme activation; P16066; HEK293 GC-A cells, cGMP TR-FRET, EC30 ANP; 0% at EC30 ANP, 100% saturating ANP; activation, % at 10 µM; 370,000 compounds, 0.14% hits; in the data active = activation above about 40%
ABHD4 inh – ABHD4 (mouse) inhibition, primary FP screen; purified mABHD4, FP-Rh probe fluorescence polarization; inhibition, % at 8.92 µM; 370,000 compounds, 0.54% hits;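 active = inhibition exceeding the mean over every tested compound plus 3 SD, cut at about 30% in these data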;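 also: 0% = plate median of compound wells and 100% = S159A mutant with DMSO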
Target sequence (Q8VD66 whole entry, looked up): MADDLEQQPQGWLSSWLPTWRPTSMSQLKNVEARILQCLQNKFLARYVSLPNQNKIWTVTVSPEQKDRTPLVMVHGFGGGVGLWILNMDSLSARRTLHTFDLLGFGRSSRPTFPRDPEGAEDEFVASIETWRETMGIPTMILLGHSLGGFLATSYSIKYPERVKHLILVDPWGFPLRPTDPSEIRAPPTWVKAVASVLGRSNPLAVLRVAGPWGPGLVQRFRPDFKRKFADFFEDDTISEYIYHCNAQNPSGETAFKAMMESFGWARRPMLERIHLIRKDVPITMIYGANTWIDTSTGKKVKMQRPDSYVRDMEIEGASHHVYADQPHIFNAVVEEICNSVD
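System: mouse ABHD4 enzyme, wild type / Medium: HEPES pH 7.0, NaCl, Pluronic buffer / Reagent: FP-Rh activity-based fluorescent probe / Control set: S159A mutant high control, sample median low control / Detection: fluorescence polarization with parallel and perpendicular emission, 525/598 nm / Schedule: 45 min + 60 min at 25 °C / Compound dosing: 8.92 µM, single dose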
HTRA1 inhibitor – inhibitors of human serine peptidase HTRA1; Q92743; recombinant HTRA1, FP-rhodamine activity-based probe, fluorescence polarization; inhibition, % at 5.96 µM; 340,000 compounds, 0.5% hits; in the data active = inhibition above about 36%;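 also: 0% = enzyme with DMSO and 100% = wells lacking enzyme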
UHRF1 binding – UHRF1 methyl-DNA binding inhibition | 370,000 compounds, 0.75% hits | UHRF1 binding to methylated oligo, TR-FRET | inhibition, % at 4.4 µM | AID 687016; in the data active = inhibition above about 21%;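 also: UHRF1 SRA domain binding a hemimethylated CpG hairpin DNA probe; 0% = median of test compound wells and 100% = reference inhibitor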
rCAG binder – r(CAG) repeat RNA binding | TO-PRO-1 dye displacement fluorescence | inhibition, % at 3 µM | 370,000 compounds, 1.3% hits;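 active = inhibition above the plate cutoff, the mean of all test compounds on that plate plus 3 SD, cut at about 35% in these data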;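 also: 0% = DMSO alone and 100% = 100 µM mitoxantrone as full dye displacement; higher means more dye released from RNA so lower well fluorescence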
TCR CD3 inh – human TCR-CD3 binding inhibition | TAMRA-labeled TCR probe fluorescence, biochemical | inhibition, % at 9.4 µM | 360,000 compounds, 0.37% hits | AID 651800; in the data active = inhibition above about 19%;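 also: recombinant mutant TCR 2C K166C tagged with TAMRA read by polarization; 0% = receptor in buffer alone and 100% = receptor with positive control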
SIAE primary – human SIAE inhibition, primary screen; Q9HAT2; 370,000 compounds, 0.69% hits; SIAE FP-Rh probe binding, fluorescence polarization; inhibition, % at 9.66 µM;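 active = inhibition above a cutoff: mean of compounds within the control limits plus 3 SD of those, cut at about 17% in these data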;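 also: 0% = plate median of compound wells and 100% = probe without SIAE protein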
Target sequence (Q9HAT2 whole entry, looked up): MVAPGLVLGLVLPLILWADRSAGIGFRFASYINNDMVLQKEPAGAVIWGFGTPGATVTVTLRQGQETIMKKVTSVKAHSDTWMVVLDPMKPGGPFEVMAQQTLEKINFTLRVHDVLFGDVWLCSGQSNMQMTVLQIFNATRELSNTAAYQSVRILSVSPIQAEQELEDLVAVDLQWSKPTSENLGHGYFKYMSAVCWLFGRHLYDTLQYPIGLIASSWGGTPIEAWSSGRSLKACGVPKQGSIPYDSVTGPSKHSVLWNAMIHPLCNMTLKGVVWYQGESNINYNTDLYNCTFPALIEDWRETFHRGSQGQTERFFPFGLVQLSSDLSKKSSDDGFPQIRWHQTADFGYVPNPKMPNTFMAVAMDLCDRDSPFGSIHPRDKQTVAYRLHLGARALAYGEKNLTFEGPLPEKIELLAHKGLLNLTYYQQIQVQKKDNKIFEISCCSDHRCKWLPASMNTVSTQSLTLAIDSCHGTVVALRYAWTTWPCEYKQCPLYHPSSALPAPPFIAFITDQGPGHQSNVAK
MBD2 inh – MBD2-methylated oligo binding inhibition | Q9UBB5 | TR-FRET, MBD2 binding to methylated oligonucleotide | inhibition, % at 4.4 µM | 370,000 compounds, 0.31% hits | AID 686964; in the data active = inhibition above about 13%
GC-B act – GC-B (human) receptor activation; HEK293-GC-B cells, CNP EC30, cGMP TR-FRET; 0% at EC30 CNP, 100% saturating CNP; P20594; activation, % at 10 µM; 370,000 compounds, 0.11% hits;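 active = activation at 10 µM reaching about 35% in either raw or pattern-adjusted values, limit read from the data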
* hit, by the source's call; . = no result given.

item	Compound	PRMT1 inh	NPR1 activator	ABHD4 inh	HTRA1 inhibitor	UHRF1 binding	rCAG binder	TCR CD3 inh	SIAE primary	MBD2 inh	GC-B act
1	COc1ccc(C(C(=O)NCC2CCCO2)N(C(=O)CNC(=O)c2cccs2)c2ccc(NC(C)=O)cc2)cc1OC (stereo not given)	-3.3	3.9	-2.3	-2.7	0.1	-2.7	5.7	-4.6	-3.1	0.5
2	C/C(CC(=O)Nc1cccc(Cl)c1Cl)=N\NC(=O)C(=O)N1CCCC1	3.1	-13.2	2.8	6.8	-0.1	8.1	-5.4	8.1	-0.2	-3.2
3	Clc1ccc(-n2cc(-c3ccc(Br)cc3)[n+]3c2CCCCC3)cc1	-5.5	-5.5	6.5	5.6	-1.8	2.8	1.6	-1.6	-5.4	4.5
4	CCC(C)n1c(-c2cccc(S(=O)(=O)N(CC)CC)c2)n[nH]c1=S (stereo not given)	-0.2	-0.3	3.0	4.7	1.0	2.4	1.7	9.1	-2.8	-4.3
5	Cc1onc(-c2ccccc2)c1C(=O)c1c[nH]c(C(=O)NCc2ccccn2)c1	-0.4	0.3	1.9	-2.9	-0.8	-4.2	-1.6	-4.2	1.8	0.4
6	COc1ccc(S(=O)(=O)N2CCC(C(=O)NCC(=O)Nc3c(C)cccc3C)CC2)cc1OC	-0.4	0.1	-1.6	0.5	-2.1	0.9	3.6	5.1	2.5	0.7
7	CCOC(=O)[C@@]12CCCC3=C1N(CCC3)C(=O)[C@H]2CC(=O)NCc1ccc(OC)c(OC)c1	-4.4	2.3	-4.9	.	-0.3	-1.1	.	2.0	-3.0	-2.2
8	C[C@@H]1CN([C@H](C)CO)C(=O)c2cc(NC(=O)Cc3ccccc3)ccc2O[C@H]1CN(C)Cc1ccc(Oc2ccccc2)cc1	-2.4	-3.1	-15.7	-84.1	-1.7	11.0	5.3	-4.0	-3.2	-0.9
9	Cc1ccc(Nc2nc(C(=O)N3CCC(C(=O)NC(C)C)CC3)cs2)cc1	-4.3	-0.7	-0.6	4.9	3.5	-2.6	-1.6	-0.5	1.7	3.8
10	CC(NC(=O)COC(=O)/C=C/c1ccc([N+](=O)[O-])cc1)c1ccccc1 (stereo not given)	0.1	2.8	-1.2	-1.9	-1.2	-1.0	11.9	0.4	1.1	-3.1
11	COc1ccc(C(=O)Nc2cc3c(cc2C#N)OCO3)cc1S(=O)(=O)N1CCN(C)CC1	5.6	1.2	-6.0	0.7	7.7	3.3	0.3	-7.8	4.0	-1.1
12	CCCCC(=O)Nc1cccc(NC(=O)c2ccc3c(c2)OCO3)c1	0.7	0.9	-1.7	-12.8	0.7	-1.7	3.1	5.3	2.7	-6.7
13	COc1ccc(N2CCN(Cc3cc(=O)oc4cc(C)c(Cl)cc34)CC2)cc1	1.6	-3.6	1.1	0.0	1.8	4.3	1.0	3.0	2.8	-1.2
14	CC(C)Oc1ccc(C(CC(=O)N(C)CCC#N)c2ccc(F)cc2)cc1 (stereo not given)	1.1	0.1	-9.1	-0.3	2.0	-8.8	-2.2	1.1	0.4	1.8
15	CCCCC(=NCCc1c(C)[nH]c2ccc(OC)cc12)C1=C(O)CC(c2ccccc2)CC1=O (stereo not given)	-3.0	-9.3	-0.3	-5.7	1.3	3.9	-3.7	3.9	1.6	-4.6
16	Cc1cc(C)cc(N(CC(=O)O)S(=O)(=O)c2c(C)noc2C)c1	-2.1	.	-5.2	-2.8	0.0	0.8	4.7	0.6	-2.9	.
17	CC(=O)Nc1ccc(S(=O)(=O)NC2(C(F)(F)F)NC(=O)N(C3CCCCC3)C2=O)cc1 (stereo not given)	-0.1	-3.8	2.8	0.1	2.9	2.3	-4.5	2.1	2.8	-3.1
18	Cc1cc(C(=O)NCC(c2cccs2)N2CCOCC2)ccc1[N+](=O)[O-] (stereo not given)	1.3	0.6	-1.8	1.8	3.6	-5.3	-9.2	0.1	0.2	-4.6
19	CCCCn1c(=O)[nH]c(=O)c2c1nc(-c1ccccc1F)n2Cc1ccccc1	6.0	-4.9	-8.5	-5.2	10.3	-3.4	2.9	-13.2	5.1	-0.6
20	CCOC(=O)/C(C#N)=C/Nc1ccccc1OC	2.7	0.5	1.0	-9.6	0.0	-2.6	-6.6	2.8	1.4	0.4
21	Cn1c(Cc2ccc3c(c2)OCO3)nnc1SCC(=O)N1CCc2ccccc2C1	0.8	0.5	3.4	2.0	-1.3	3.0	-1.4	4.9	-1.7	0.6
22	O=C(Cc1ccc(F)cc1)Nc1cc(S(=O)(=O)N2CCOCC2)ccc1N1CCCCC1	-5.8	2.0	-2.7	-2.5	0.4	5.5	1.3	0.5	-3.2	-4.1
23	S=C(NCc1ccco1)N1CCN(c2cccc(Cl)c2)CC1	4.8	-1.4	-17.4	-14.9	2.7	3.1	-6.4	-3.4	2.4	1.3
24	CC(=O)Nc1ccc2c(c1)Cc1cc(N3C(=O)C=CC3=O)ccc1-2	91.2*	28.2	-8.1	-31.4	-1.9	8.3	-0.8	-13.9	-1.9	21.8
25	CCc1nc2c(OCCC3CCCCC3)cccn2c1N(C)C(=O)c1ccncc1	8.4	0.4	-8.9	.	3.5	2.1	-8.4	4.1	-1.0	0.9
26	Cc1nn(Cc2c(Cl)cccc2Cl)c(C)c1C(=O)NCc1ccc(C)n1C	3.8	-0.2	6.7	3.6	2.3	10.8	0.5	-2.1	-2.6	0.5
27	CCOC(=O)/C(=C\c1ccc(C)cc1)NC(=O)c1ccccc1	-1.8	1.7	1.2	0.2	0.5	-2.0	-4.2	4.5	0.2	6.6
28	COc1cc(C(=O)COC(=O)c2ccco2)cc(OC)c1OC	1.9	3.7	3.0	1.6	0.0	3.5	2.9	5.0	-5.7	0.9
29	CCOC(=O)C1CCCN(Cc2nc(N)nc(Nc3ccc(C)cc3)n2)C1 (stereo not given)	1.7	-1.6	1.3	-4.1	0.3	-3.9	0.1	0.1	5.4	-0.3
30	CCC(C)c1ccccc1OCC(=O)NN1C(=O)c2ccccc2C1=O (stereo not given)	2.2	0.2	-10.4	-6.9	1.3	-0.1	6.6	-1.6	-0.4	7.8
31	CC(=O)n1c2ccccc2c2nc(NC(C)C)sc21	12.6	2.7	1.0	1.2	-8.7	0.8	2.0	3.4	-11.7	6.8
32	CC(C)NC(=O)N(O)C1N(C(C)C)C(=O)N(Cc2ccc3c(c2)OCO3)C1(C)C (stereo not given)	1.5	-1.3	-1.1	12.4	0.7	-3.3	6.5	4.2	-4.6	1.6
33	COc1ccc(C(=O)N2CC(c3ccccc3)CC2=O)cc1 (stereo not given)	-0.2	-1.5	9.1	0.5	-0.5	-5.2	6.1	5.3	1.1	6.4
34	O=C(COc1cccc(C(F)(F)F)c1)NNC(=O)Cn1c(=O)cnc2ccccc21	1.0	-1.1	-4.5	-1.3	-1.3	-0.3	11.0	1.8	3.5	-2.3
35	CCc1c(C)nc2c(Br)cccc2c1SCCC#N	6.0	-1.6	-16.0	-5.5	3.4	3.0	4.3	-2.1	-1.2	-2.8
36	CC1(C)Cc2nc3sc4c(SCC(=O)NCc5ccccc5)ncnc4c3cc2CO1	-1.0	1.4	-0.1	-2.3	0.9	-0.3	-1.9	-3.4	0.2	-2.4
37	Cc1nc2ccccn2c1-c1ccnc(=S)[nH]1	78.9*	0.9	-2.4	-1.7	3.5	0.5	-2.8	5.5	1.2	1.4
38	CN(C)c1ccc(O)c2c1CC1CC3[C@@H](N(C)C)C(=O)C(C(N)=O)C(=O)[C@]3(O)C(=O)C1C2=O (stereo not given in full)	11.3	5.8	61.1*	27.6	10.6	7.0	4.7	10.3	4.3	1.2
39	COC(=O)c1nn(-c2ccc(OC)cc2)c(=O)cc1Sc1ccc(C)cc1	1.1	-2.3	2.9	.	-3.6	2.4	9.3	-1.8	0.1	0.6
40	Cn1cncc1C#Cc1c(C=O)n(C)c2ccccc12	2.2	-7.6	-4.9	-2.2	-6.1	3.8	2.6	-8.3	-3.4	-11.9
41	COC(=O)Cn1c(CCS(=O)(=O)c2ccc(C)cc2)nc2ccccc21	-4.2	-2.7	4.9	5.8	-2.5	-5.4	1.8	2.7	2.7	-0.3
42	Cc1cccnc1NC(=O)c1ccc(Br)o1	-0.9	2.9	-6.9	-0.5	5.1	1.8	-0.1	1.9	2.8	5.3
43	CCCCSc1nc2sc3c(c2c(=O)[nH]1)CCC3	0.8	4.5	4.2	5.3	-0.7	3.4	9.1	-13.6	-8.2	-2.1
44	CCN(CC)CCNC(=O)c1ccc(NC(=O)COc2ccc3c(c2)CCC3)cc1	-1.4	-5.0	3.4	0.5	-2.4	3.9	7.0	3.5	-0.2	-1.3
45	O=C(NNC(=O)c1nn(-c2ccc(F)cc2)ccc1=O)c1ccc(C(F)(F)F)cc1	0.9	-2.0	6.0	0.5	0.8	2.1	-4.5	0.5	3.5	-3.5
46	Cc1cccc(S(=O)(=O)Nc2ccc(S(=O)(=O)Nc3nccs3)cc2)c1	-3.3	2.7	0.6	5.5	3.2	5.6	1.2	-0.2	-0.8	3.0
47	CCc1ccc(C(CC(=O)O)N2Cc3ccccc3C2=O)cc1 (stereo not given)	0.1	3.9	1.7	-1.8	-2.9	1.2	3.8	0.8	0.4	4.5
48	O=C1CN(C(=O)c2ccc(F)cc2)c2ccccc2N1	-5.0	-1.6	4.1	2.1	-0.1	0.2	8.7	0.6	-2.9	5.8
49	O=S(=O)(c1ccccc1)c1nc(-c2ccco2)oc1NCCN1CCOCC1	0.7	4.0	2.8	1.6	-3.2	-4.7	2.8	2.5	-5.7	6.0
50	O=C(Cn1cc([N+](=O)[O-])cn1)N1CCN(Cc2ccc3c(c2)OCO3)CC1	2.7	-7.6	-0.7	4.4	-0.7	-0.9	0.6	7.7	4.7	3.5
51	CCOc1ccc(C(CCc2ccccc2)NC(=O)c2ccc(OC)c(OC)c2)cc1OCC (stereo not given)	0.4	1.7	-8.6	-6.0	2.6	4.8	-4.9	-6.8	7.0	3.3
52	CC1(C)CC(NCc2ccccc2)CCO1 (stereo not given)	-2.0	-2.3	-13.6	-3.7	5.2	1.7	-3.3	-7.2	-1.3	6.5
53	COc1ccc(CN2CCC(n3nccc3NC(=O)CCOc3ccccc3)CC2)cc1C	-9.8	-11.2	3.8	-0.1	0.9	-9.1	7.6	-7.1	-4.3	-9.8
54	O=C(c1ccccc1)N1N=C(c2ccc(F)cc2)CC1(O)C(F)(F)F (stereo not given)	0.4	4.5	-6.0	-4.8	-5.2	-1.4	0.3	8.2	0.7	-8.3
55	O=C(CSc1nncn1-c1ccccc1)NC1CCCC1	5.8	4.2	-11.3	1.4	4.7	-4.7	-6.7	-1.8	4.2	2.0

Structural class: those above with a nitro group on carbon
item	Compound	PRMT1 inh	NPR1 activator	ABHD4 inh	HTRA1 inhibitor	UHRF1 binding	rCAG binder	TCR CD3 inh	SIAE primary	MBD2 inh	GC-B act
10	CC(NC(=O)COC(=O)/C=C/c1ccc([N+](=O)[O-])cc1)c1ccccc1 (stereo not given)	0.1	2.8	-1.2	-1.9	-1.2	-1.0	11.9	0.4	1.1	-3.1
18	Cc1cc(C(=O)NCC(c2cccs2)N2CCOCC2)ccc1[N+](=O)[O-] (stereo not given)	1.3	0.6	-1.8	1.8	3.6	-5.3	-9.2	0.1	0.2	-4.6
50	O=C(Cn1cc([N+](=O)[O-])cn1)N1CCN(Cc2ccc3c(c2)OCO3)CC1	2.7	-7.6	-0.7	4.4	-0.7	-0.9	0.6	7.7	4.7	3.5

Some of the compounds tested (hit frequency here may not be typical).
